From PubChem
CYP2C9 act: increases human cytochrome P450 2C9 activity | P11712 | recombinant CYP2C9, luciferin-H conversion, luminescence; hits give high values; factor 1 = untreated enzyme, 0 = blocked | activation factor at 5 µM | hit rate 1.4% among 96,000 | AID 1024;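 active = activation factor of 2 or more for CYP2C9 at a 5 µM dose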;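 also: 0 = sulfaphenazole-blocked wells and 1 = vehicle-only wells; values of inactives mirror those of a sister screen read the other way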
Target sequence (P11712 whole entry, looked up): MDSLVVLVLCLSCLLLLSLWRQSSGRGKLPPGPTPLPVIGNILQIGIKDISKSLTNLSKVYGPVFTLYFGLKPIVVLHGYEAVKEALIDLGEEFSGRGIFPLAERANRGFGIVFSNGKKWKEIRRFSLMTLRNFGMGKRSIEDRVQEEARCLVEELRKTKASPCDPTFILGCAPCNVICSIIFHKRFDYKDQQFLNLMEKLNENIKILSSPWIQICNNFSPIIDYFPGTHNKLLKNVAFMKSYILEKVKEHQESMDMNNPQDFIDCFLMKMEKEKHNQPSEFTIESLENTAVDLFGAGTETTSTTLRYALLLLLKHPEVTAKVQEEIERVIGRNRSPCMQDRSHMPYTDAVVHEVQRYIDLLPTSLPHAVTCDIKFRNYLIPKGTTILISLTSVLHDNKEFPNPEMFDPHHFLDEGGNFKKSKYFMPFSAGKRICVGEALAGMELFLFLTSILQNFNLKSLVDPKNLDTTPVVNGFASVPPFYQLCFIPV
EphB4 ephrin blk: blocks human EphB4 binding to ephrin-B2; hit rate 0.15% among 97,000; inhibition, % at 7 µM; EphB4 LBD / TNYL-RAW-Alexa532 peptide, fluorescence polarization;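 active = inhibition above the screen-wide mean inhibition plus 3 SD, cut at about 15% in these data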;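 also: 0% = DMSO wells and 100% = excess unlabeled TNYL-RAW peptide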
Calb biofilm kill: kills Candida albicans biofilms; C. albicans biofilm + clotrimazole, Alamar Blue; inhibition, % at 6 µM; hit rate 0.14% among 85,000; AID 834;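 active = inhibition above 20%; inactive = inhibition below 20%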;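 also: preformed 24 hr biofilms exposed to compound for 48 hr; 0% = biofilm without compound and 100% = blank killed by clotrimazole plus chlorhexidine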
PTPN22 act: increases human PTPN22 phosphatase activity; Q9Y2R2; hit rate 0.11% among 96,000; recombinant LYP, DiFMUP fluorescence; 0 = plate median, 100 = signal doubled; AID 697; activation, % at 2 µM;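 active = activation at 2 µM above a set limit, the mean plus 5 SD, cut at about 37% in these data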
Plk1 PBD FP: blocks phosphopeptide binding to human Plk1 polo box domain. P53350. Plk1 PBD phosphopeptide binding, fluorescence polarization. inhibition, %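 (tested at about 20 µM)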. hit rate 0.13% among 97,000; in the data active = inhibition above about 34%, passing the limit was not always enough
LYP inh 2: inhibitors of human LYP (PTPN22) phosphatase. recombinant LYP catalytic domain, DiFMUP fluorescence. AID 640. hit rate 0.21% among 96,000. inhibition, % at 2 µM;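 active = inhibition at 2 µM at or above a set limit, the screen mean plus 3 SD, cut at about 24% in these data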;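 also: 0% = DMSO with enzyme and 100% = enzyme fully blocked by orthovanadate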
HIV Rev-RRE inh: disrupts HIV-1 Rev binding to RRE RNA; P05866; Rev peptide-RRE RNA binding, FRET; inhibition, % at 8 µM; hit rate 0.79% among 97,000;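 active = inhibition above the screen-wide mean plus 3 SD, cut at about 35% in these data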;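 also: 0% = median DMSO wells and 100% = median Neomycin B control wells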
Target sequence (P05866 whole entry, looked up): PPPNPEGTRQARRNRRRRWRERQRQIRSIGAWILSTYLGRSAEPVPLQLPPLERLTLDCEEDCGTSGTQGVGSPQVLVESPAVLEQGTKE
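Assay system: labelled RRE RNA duplex and labelled Rev peptide / Medium: HEPES pH 7.5 salt buffer with EDTA / Reagent: labelled Rev peptide / Schedule: 5 + 15 min at 25 °C / Signal: FRET, excitation 480 nm, emission 540 nm donor and 671 nm acceptor / Benchmarks: DMSO and neomycin B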
CYP2C9 inhib: blocks human cytochrome P450 2C9; CYP2C9 Supersomes, luciferin-H conversion, luminescence; inhibition, % at 5 µM; hit rate 20% among 96,000;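 active = blocking of liver enzyme CYP2C9 beyond about 50% at 5 µM, limit read from the data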; also: values of inactives mirror those of a sister screen read the other way
PLK1 inh: inhibitors of human PLK1 kinase. recombinant PLK1 kinase, TR-FRET peptide phosphorylation. inhibition, % at 10 µM. AID 619. P53350. hit rate 0.53% among 97,000;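 active = inhibition of 50% or more in the single-concentration screen; inactive = inhibition below 50%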;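 also: 0% = DMSO max control and 100% = H-89 dihydrochloride min control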
The depositor's hits bear a star; . = not tested or not shown.

structure | CYP2C9 act | EphB4 ephrin blk | Calb biofilm kill | PTPN22 act | Plk1 PBD FP | LYP inh 2 | HIV Rev-RRE inh | CYP2C9 inhib | PLK1 inh
CN(CC(=O)O)S(=O)(=O)c1cccs1 | 1.1 | -1 | 1 | 2 | -4 | -6 | 3 | -9 | -4
Cc1cc(C)c(NC(=O)CC(C)(C)C)c(Cl)c1 | 1 | 5 | 3 | -4 | -34 | 2 | 5 | 3 | -3
Cc1cccc(N=Cc2cc3c(cc2[N+](=O)[O-])OCO3)c1 | 1 | 1 | . | 20 | -8 | -17 | 6 | 2 | -16
CCN1CCN(c2nc3c(c(=O)n(C)c(=O)n3C)n2CCSc2nccc(C)n2)CC1 | 0.9 | -12 | 7 | 7 | -15 | -11 | 0 | 8 | -10
Cn1cccc1Cc1nnc(SCC(=O)NCc2ccc3c(c2)OCO3)n1CCc1ccccc1 | 0.4 | -8 | . | 6 | 6 | -3 | -5 | 55* | -12
CC1CCCCC1NC(=O)CSc1nnnn1-c1ccccc1 (stereo not drawn) | 0.9 | -1 | 8 | 4 | -4 | -10 | 3 | 6 | -6
CNC(=S)N1CCN(c2ccc(OC)cc2)CC1 | 0.8 | 2 | . | 6 | -3 | -2 | 6 | 15 | -5
Cc1cc(NC(=O)COC(=O)C2CCN(S(=O)(=O)c3ccc(Cl)cc3)CC2)no1 | 0.4 | 1 | 12 | 0 | -15 | -2 | 4 | 62* | -5
COCCN(Cc1cc2cc3c(cc2[nH]c1=O)OCO3)C(=O)c1cccs1 | 0.9 | -3 | 1 | 1 | -6 | -2 | 2 | 5 | 0
O=[N+]([O-])c1ccc(Sc2n[nH]c(-c3ccc(Cl)cc3Cl)n2)nc1 | 0.9 | 2 | 6 | 7 | -12 | -3 | -3 | 9 | -3
NC(=O)c1c(NC(=O)CSc2nnc(Cc3ccccc3)n2Cc2ccco2)sc2c1CCC2 | 0.4 | 1 | 7 | -1 | -21 | 1 | 0 | 64* | 0
O=C(CCn1c(=O)sc2ccccc21)NCCN1CCOCC1 | . | -2 | 4 | -9 | -18 | 6 | 1 | . | 0
CCOC(=O)CSc1nc2sc3c(c2c(=O)n1CC)CC(C)(C)OC3 | 0.6 | -2 | . | 3 | -3 | -2 | 3 | 37 | -1
Cc1noc(C)c1COc1ccc(C(=O)OCC(=O)N2CC(=O)Nc3ccccc32)cc1 | 0.6 | -1 | -7 | 5 | 3 | -8 | 10 | 41 | 10
CN1CCc2c(C#N)c(N3CCCCC3)nc(N3CCOCC3)c2C1 | . | 3 | . | 0 | -12 | -3 | 6 | . | 3
CN=C1c2cc3c(Br)c(OC)ccc3n2CCN1C | 0.9 | -1 | 5 | -13 | -28 | 13 | -9 | 8 | -9
C=CCn1c(COc2ccccc2)nnc1SC(C)C(=O)N/N=C/c1cc(Cl)ccc1O (stereo not drawn) | 0.5 | -1 | . | -4 | -18 | 7 | 14 | 50* | -13
C/C=C/C(=O)Nc1ccccc1Br | 1 | -8 | 3 | -6 | 25 | 6 | -3 | -1 | 2
CN1CCN(S(=O)(=O)c2cccc(S(=O)(=O)c3ccc(Cl)c(Cl)c3)c2)CC1 | . | 2 | 9 | -6 | -22 | 6 | 6 | . | -6
CCOc1ccc(NC(=O)CN(C)S(=O)(=O)c2cccs2)cc1 | 1.3 | -6 | 13 | 3 | -4 | -6 | 6 | -32 | 7
Cc1ccc(C(CC(=O)N2CCOCC2)c2ccco2)cc1 (stereo not drawn) | 0.8 | -5 | -2 | -3 | 7 | -1 | 1 | 22 | -5
COC(=O)c1sccc1NC(=O)CN(C)NS(=O)(=O)c1ccc(F)cc1 | 0.1 | -9 | . | 1 | -23 | 3 | 3 | 91* | 3
COc1ccc(N2CC(C(=O)OCC(=O)c3cccc(OC)c3)CC2=O)cc1 (stereo not drawn) | 0.6 | -3 | 7 | 8 | -24 | -8 | -1 | 42 | 1
CC(=O)c1cn(CC(=O)NCC2CCCO2)c2ccccc12 (stereo not drawn) | 1 | 2 | 7 | -4 | 4 | -1 | 5 | -2 | -8
COc1cc(C2CC(=O)N3CN(Cc4ccccc4)CSC3=C2C#N)ccc1OCc1ccccc1 (stereo not drawn) | 0.1 | -10 | -2 | -5 | -15 | 2 | -3 | 86* | -13

(more compounds)
Values run as follows: CYP2C9 act	EphB4 ephrin blk	Calb biofilm kill	PTPN22 act	Plk1 PBD FP	LYP inh 2	HIV Rev-RRE inh	CYP2C9 inhib	PLK1 inh
> Cn1c(=O)[nH]c(=O)c2c1nc(Br)n2Cc1ccccc1F
    1	-2	5	6	1	-10	-1	5	-9
> Cc1ccc(CN(CC(=O)N/N=C/c2ccco2)S(=O)(=O)c2ccc(C)cc2)cc1
    0.1	-6	.	5	24	-5	10	90*	-16
> COC(=O)CSc1nc(N2CCOCC2)c2c(c1C#N)CC(C)(C)N(C)C2
    0.4	-5	.	10	-12	-6	2	56*	-3
> Cc1ccc(CCNC(=O)C23CN(Cc4ccccc4)CC2C(c2ccc([N+](=O)[O-])cc2)=NO3)cc1 (stereo not drawn)
    1	9	.	7	-34	-3	5	3	-4
> CC1(C)SC2c3ccccc3C(=O)N2[C@@H]1C(=O)NCc1ccco1 (stereo partly drawn)
    0.4	-2	11	2	7	-4	-4	58*	3
> Cc1onc(-c2ccccc2)c1C(=O)Nc1ccc(N2CCOCC2)cc1
    1.2	6	.	6	-6	-4	6	-16	-16
> CCCCCn1c(CN2CCN(C(=O)OCC)CC2)nc2c1c(=O)[nH]c(=O)n2C
    1	4	0	-7	4	3	6	-4	-12
> Nc1nc(-c2ccccc2)nn1C(=O)Cc1ccccc1
    0.9	-4	-3	-3	-4	-2	5	6	-4
> Clc1ccc(C2Nc3ccccc3-n3cccc32)cc1 (stereo not drawn)
    1	3	5	-4	6	2	9	-3	-13
> Cc1ccccc1N(CC(=O)N/N=C/c1cc(C)n(-c2ccccc2C)c1C)S(C)(=O)=O
    0.4	-1	.	-6	3	9	-2	58*	-20
> COc1ccc2c(c1OC)C(=O)OC2c1c(O)nc(SC)n(-c2ccccc2)c1=O (stereo not drawn)
    1.1	1	.	-6	2	2	10	-12	-13
> Cc1ccc2[nH]cc(C(=O)CN3CCN(C)CC3)c2c1
    1.1	5	1	15	0	-11	9	-7	-7
> CC1=C(C(N)=O)C(c2ccccn2)n2nc(SCc3ccccc3)nc2N1 (stereo not drawn)
    .	-2	6	2	-1	1	-1	.	3
> Cc1ccc(O)c(C(=O)c2cc(C#N)c(=O)n(CC3CCCO3)c2)c1 (stereo not drawn)
    0.5	0	-3	3	-9	3	6	47	-4
> Nc1ncnc2c1ncn2CCOc1ccccc1
    1.1	-1	2	4	5	-6	2	-13	6
> O=C(CSc1nc2cccnc2n1Cc1ccccc1)NCc1ccco1
    0.7	-5	7	0	-2	0	-1	31	0
> Cc1[nH]c2ccccc2c1/C=N/Nc1nc(Nc2ccccc2)nc(N2CCOCC2)n1
    0.8	3	.	-7	-51	10	0	24	-6
> CC1Cc2ccccc2N1C(=O)CSC1=NCCS1 (stereo not drawn)
    1.2	-5	.	-3	-34	1	1	-19	1
> COc1ccc(Cl)cc1C(=O)NNC(=O)c1cccnc1
    1.4	1	.	5	-18	0	7	-38	-10
> CCCc1cc(=O)[nH]c(SCC(=O)N(CC(C)C)C2CCS(=O)(=O)C2)n1 (stereo not drawn)
    1	3	7	0	35	-3	4	-4	-4
> CC(C)c1ccc(NC2(C#N)C(=O)Nc3ccccc32)cc1 (stereo not drawn)
    1.7	-1	8	-16	-10	18	3	-75	-3
> COc1ccc(OCC(=O)N2CCOCC2)cc1
    0.8	2	-3	7	7	-8	7	17	-6
> CCCN1Cc2cccc(C(=O)Nc3ccc4c(c3)OCCO4)c2C1=O
    0.1	-3	6	-5	-20	3	8	92*	-13
> CCCCNC(=O)Nc1cc(C)on1
    1	5	9	2	-16	-1	4	0	-2
> Cn1c(SCCCC(=O)c2ccc(Br)cc2)nnc1-c1ccncc1
    0.1	-4	8	-12	-10	13	6	93*	-7
> Nn1c(SCC(=O)N2CCOCC2)nnc1-c1ccccc1Cl
    1	-6	0	1	-6	1	5	0	-15
> COc1ccc(OC)c(CCNC(=O)Cn2sc3nc(C)cc(C)c3c2=O)c1
    0.4	-1	0	15	-20	-19	3	65*	-9
> CCn1c(=O)n(CC)c2cc(S(=O)(=O)Nc3cc(C)cc(C)c3C#N)ccc21
    0.2	7	-2	-4	-8	6	2	80*	3
> CC(C)NS(=O)(=O)c1ccc(OCC(=O)Nc2ccc(F)cc2F)cc1
    0.5	9	4	-4	-12	2	3	50*	-12

Already shown: eight of the compounds above.
Values run as follows: CYP2C9 act	EphB4 ephrin blk	Calb biofilm kill	PTPN22 act	Plk1 PBD FP	LYP inh 2	HIV Rev-RRE inh	CYP2C9 inhib	PLK1 inh
> COc1ccc(OCC(=O)N2CCOCC2)cc1
    0.8	2	-3	7	7	-8	7	17	-6
> CCCN1Cc2cccc(C(=O)Nc3ccc4c(c3)OCCO4)c2C1=O
    0.1	-3	6	-5	-20	3	8	92*	-13
> CCCCNC(=O)Nc1cc(C)on1
    1	5	9	2	-16	-1	4	0	-2
> Cn1c(SCCCC(=O)c2ccc(Br)cc2)nnc1-c1ccncc1
    0.1	-4	8	-12	-10	13	6	93*	-7
> Nn1c(SCC(=O)N2CCOCC2)nnc1-c1ccccc1Cl
    1	-6	0	1	-6	1	5	0	-15
> COc1ccc(OC)c(CCNC(=O)Cn2sc3nc(C)cc(C)c3c2=O)c1
    0.4	-1	0	15	-20	-19	3	65*	-9
> CCn1c(=O)n(CC)c2cc(S(=O)(=O)Nc3cc(C)cc(C)c3C#N)ccc21
    0.2	7	-2	-4	-8	6	2	80*	3
> CC(C)NS(=O)(=O)c1ccc(OCC(=O)Nc2ccc(F)cc2F)cc1
    0.5	9	4	-4	-12	2	3	50*	-12
